# Bioassay records deposited in PubChem BioAssay by National Center for Advancing Translational Sciences (NCATS).
# FH mod = Identification of activators of human fumarate hydratase by quantitative high-throughput screening; Fumarate hydratase, mitochondrial (Homo sapiens), P07954; FH coupled MDH/diaphorase resazurin fluorescence, 15 min; Potency, µM (highest dose often 79.9 µM), for inactives: at the top dose activity change, negative = inhibition, usual class: inhibitors; 0.22% of 54,000 active; AID 1347055, 2019; further: potency means the concentration at half of the fitted maximal effect; on the % scale 0 is the no-effect control and ±100 the full control effect; the screen sought activators but most active calls are inhibition curves; nearly all actives have a fitted effect of over 45% in size
# Target sequence (P07954 whole entry, looked up): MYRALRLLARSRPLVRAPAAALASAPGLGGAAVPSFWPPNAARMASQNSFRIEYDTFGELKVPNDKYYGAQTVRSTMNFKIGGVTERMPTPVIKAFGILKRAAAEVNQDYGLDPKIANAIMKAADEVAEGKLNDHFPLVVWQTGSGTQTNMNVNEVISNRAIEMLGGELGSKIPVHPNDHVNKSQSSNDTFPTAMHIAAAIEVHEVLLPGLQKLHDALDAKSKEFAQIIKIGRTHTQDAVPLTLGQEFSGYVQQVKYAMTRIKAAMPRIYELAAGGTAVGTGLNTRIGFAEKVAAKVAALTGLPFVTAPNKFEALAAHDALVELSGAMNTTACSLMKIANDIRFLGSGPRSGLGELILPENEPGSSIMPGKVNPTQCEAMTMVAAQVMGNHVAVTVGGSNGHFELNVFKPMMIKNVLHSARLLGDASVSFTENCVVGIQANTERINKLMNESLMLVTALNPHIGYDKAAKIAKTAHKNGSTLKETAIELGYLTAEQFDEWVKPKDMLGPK
# p53null 32C tox = selectivity test: cytotoxicity in p53 null cells, permissive temperature; H1299-neo p53 null cells, ATP luminescence, 24 h, 32C; Potency, µM (series often up to 46.1 µM), for inactives: at the top dose activity change, negative = cytotoxicity, most hits filed as cytotoxic; 0.62% of 55,000 active;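 further: potency means the concentration at half of the fitted maximal effect; 0% = DMSO only and -100% = full killing by 100 µM tamoxifen; nearly all actives have a fitted effect of over 55% in size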
#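 We seeded p53-null H1299-neo cells, incubated them overnight at 37C, and added compounds across a range up to 46 uM. After 24 hours at 32C, ATP reagent was applied for 20 min at room temperature and luminescence recorded.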
# TSG101-PTAP inh = blocks PTAP binding to human TSG101, validation | Fluorescence polarization, FITC-PTAP peptide/Tsg101, 20 min | Potency, µM (top dose mostly 115 µM), inactives show top-dose activity change, negative = inhibition, hits mostly inhibitors | 44,000 tested, under 10 active | AID 1347069; further: potency means the concentration at half of the fitted maximal effect; 0% is about no effect
#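 Read-out is FITC fluorescence polarization. Compounds were added to Tsg101 binding domain (10 uM final), then FITC-PTAP peptide (50 nM final), 20 min at r.t. Total S+P intensity flags fluorescent compounds.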
# p53null 39C kill = kills p53 null cells at the nonpermissive temperature; H1299 p53-null (neo) cells, 39C, ATPlite viability, 24 h; Potency, µM (series often up to 46.1 µM), inactives show at the top dose activity, negative = cell killing, hits mostly cytotoxic; 0.97% of 55,000 active;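 further: potency means the concentration at half of the fitted maximal effect; 0% = DMSO only and -100% = full killing by 100 µM tamoxifen; nearly all actives have a fitted effect of over 50% in size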
#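 Temperature-shift cytotoxicity format: compound titrations on p53-null or A138V-expressing H1299 cells held 24 hr at 39C, cell ATP then measured, AC50 from Hill model.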
# B2AR arrestin ag = agonists recruiting beta-arrestin to human beta2-adrenergic receptor; Potency, µM (series often up to 46.1 µM), for the others: top-dose activation, actives largely listed as activators; 44,000 tested, under 10 active; HTLA Tango cells, beta-arrestin recruitment, luciferase luminescence, 18 h; AID 1347077; P07550;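 further: potency means the concentration at half of the fitted maximal effect; 0% = DMSO and full agonism = EC100 isoproterenol or metaproterenol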
# Target sequence (P07550 whole entry, looked up): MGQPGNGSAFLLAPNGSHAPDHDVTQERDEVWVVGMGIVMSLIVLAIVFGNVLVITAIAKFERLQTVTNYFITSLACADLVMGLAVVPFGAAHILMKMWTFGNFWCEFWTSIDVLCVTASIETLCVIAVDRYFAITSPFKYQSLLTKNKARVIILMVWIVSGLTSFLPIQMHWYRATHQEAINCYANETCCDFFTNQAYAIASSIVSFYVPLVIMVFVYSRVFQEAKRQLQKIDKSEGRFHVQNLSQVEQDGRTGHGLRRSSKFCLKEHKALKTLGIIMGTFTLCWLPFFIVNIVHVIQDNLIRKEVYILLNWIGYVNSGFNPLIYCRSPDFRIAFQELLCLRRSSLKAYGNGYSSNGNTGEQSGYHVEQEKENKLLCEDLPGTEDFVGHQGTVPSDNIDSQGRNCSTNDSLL
#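 Luminescence read-out: arrestin recruitment to recombinant beta2-AR releases tTA, inducing luciferase. Cells exposed 18 hr at 37 degrees C to up to 46 microM compound; %Activity from corrected signal, concentration-response curves classified by r2, magnitude and efficacy.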
# GALK inhibitor = GALK (human) enzyme inhibition; recombinant GALK, Kinase-Glo ATP luminescence, 1 h; 44,000 tested, under 10 active; AID 1347072; P51570; Potency, µM (doses to about 57.5 µM), for inactives: at the highest dose activity, negative = inhibition, actives largely listed as inhibitors;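 further: plate controls were full GALK reaction for no effect and reaction lacking GALK for full effect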
#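 Reactions with and without enzyme served as controls. GALK at 5 nM phosphorylates 100 uM galactose using 35 uM ATP (HEPES pH 8.0, Mg2+) for 1 h at RT, with luminescence read 10 min after adding Kinase-Glo Plus.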
# NTMT1 inhibitor = inhibitors of human N-terminal methyltransferase NTMT1. Q9BV86. NTMT1 MTase-Glo SAH luminescence, purified enzyme. Potency, µM (titrated, usually from 114 µM), for the others: at the highest dose activity change, negative = inhibition, most hits filed as inhibitors. 2.5% of 59,000 active. AID 1645870;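 further: potency means the concentration at half of the fitted maximal effect; plate controls were DMSO vehicle for no effect and no enzyme for full effect; nearly all actives have a fitted effect of over 65% in size; many of its hits are not listed in these tables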
# The depositor's hits bear a star; ? = inconclusive; nt = no result given; [ ] = dose if it differs, or a comment. The call rests on the fitted dose curve; in most records, active means well fitted curve in the direction sought with a large enough effect; inconclusive means small, poorly fitted or top-dose-only effect, or another doubt; inactive means no such curve, though single readings can be large; an effect the other way counts as inactive or inconclusive.
SMILES,FH mod,p53null 32C tox,TSG101-PTAP inh,p53null 39C kill,B2AR arrestin ag,GALK inhibitor,NTMT1 inhibitor
CCN1CCN(c2cc(C)c3cc(NC(=O)c4cc(OC)c(OC)c(OC)c4)ccc3n2)CC1,0%,-8%,-3%,15%,0%,-1%,?
Cc1ccc(-c2nc3c4ccccc4n(CC(=O)N4CCN(c5ccc(F)cc5)CC4)c(=O)n3n2)cc1,3%,3%,1%,21%,-3%,0%,-1%
CCN(CC)CCNC(=O)c1ccc2c(c1)NC(=O)C(CS(=O)(=O)Cc1cccc(Br)c1)N2 (stereo unspecified),-22%,-5%,-8%,6%,2%,-1%,?
COc1ccc(/C=C/C(=O)Nc2ccc3nc(N4CCC(C)CC4)cc(C)c3c2)cc1OC,?,2%,3%,-18%,0%,0%,7%
Cc1cccc(Nc2nnc(-c3ccc(C)c(S(=O)(=O)N4CCCCC4)c3)c3ccccc23)c1,-19%,2%,-1%,-2%,0%,0%,7%
O=C(CS(=O)(=O)c1cccc2nsnc12)Nc1cc(F)ccc1F,5%,7%,-2%,-2%,-1%,-7%,?
O=C1CN(C(=O)c2ccc(S(=O)(=O)N3CCCC3)cc2)C(c2ccccc2)c2cc(Cl)ccc2N1 (stereo unspecified),-24%,12%,-6%,-11%,1%,5%,16%
Cc1ccccc1CNC(=O)Cn1c(=O)c2cccn2c2cccnc21,6%,2%,-1%,-8%,0%,0%,-5%
Cc1ccc(NC(=O)c2oc3ccc(S(=O)(=O)N4CCCCC4)cc3c2C)cc1Cl,-5%,0%,4%,3%,0%,-7%,0%
COc1ccc2c(c1)c1c(c(=O)n(Cc3ccccc3)c(=O)n1CC(=O)Nc1cc(C)cc(C)c1)n2C,3%,3%,0%,9%,0%,1%,-1%
CN(C)c1ccc(C(=O)NCc2ccc3c(c2)CCN3C(=O)c2ccccc2)cc1,-22%,-7%,-6%,1%,0%,-1%,-6%
O=C(CCc1ccccc1)N(Cc1cccnc1)c1nc2c(F)cccc2s1,-16%,2%,1%,5%,-3%,-3%,12%
CCC(Cc1ccccc1)NC(=O)Cn1ncc2c3ccccc3n(Cc3ccccc3)c2c1=O (stereo unspecified),-4%,-14%,0%,-24%,-3%,5%,-8%
COc1cc(OC)c(NC(=O)c2nc(-c3ccncc3)no2)cc1Cl,-3%,-8%,3%,-6%,0%,-16%,4%
CCCCN1CC(c2nc3ccccc3n2CCCCOc2cc(C)ccc2C)CC1=O (stereo unspecified),?,6%,-1%,20%,-3%,2%,?
Cc1cc(C)cc(OCCn2c(C3CC(=O)N(c4ccccc4Cl)C3)nc3ccccc32)c1 (stereo unspecified),-27%,29%,-4%,33%[activator],-4%,6%,25%
COc1ccccc1CNCc1ccc(C(=O)O)s1,0%,6%,-2%,16%,-3%,-3%,11%
CC(=O)c1c(C)oc2c(Cl)cc(NS(=O)(=O)c3ccc(Cl)cc3)cc12,-9%,14%,-1%,21%,-1%,-1%,10%
O=C(NCc1cccnc1)C(=O)NCC(c1cccnc1)N1CCN(c2ccccc2)CC1 (stereo unspecified),-15%,-10%,0%,-1%,-1%,4%,5%
CCCNC(=O)C(C)n1nc(C)c2c(C)n(-c3ccccc3)nc2c1=O (stereo unspecified),3%,0%,-2%,15%,-1%,0%,4%
Cc1c(CNCc2ccc(Cl)cc2)c(C(=O)O)c(C)n1Cc1ccc(F)cc1,-4%,7%,-7%,-16%,-3%,5%,?
COc1ccc(C)cc1NC(=O)c1cc2c(s1)-c1ccccc1SC2,-6%,-17%,0%,-23%,-4%,6%,1%
NC(=O)c1cc(S(=O)(=O)NCc2cccc(Br)c2)cs1,-1%,-5%,0%,4%,0%,-1%,-4%
Cc1ccc2cccc(NC(=O)C(C)(C)Oc3ccc(Br)cc3)c2n1,-17%,6%,1%,9%,1%,8%,-3%
CCc1cccc(-n2nnc(-c3nc(-c4cccs4)no3)c2N)c1,5%,-3%,-9%,-27%,-1%,3%,1%
CCOC(=O)C1CCN(C(=O)c2nn(-c3ccc(C)cc3)c(=O)n(C)c2=O)CC1,6%,-2%,0%,-22%,0%,-1%,3%
CN(Cc1ccccc1)C(=O)c1ccc2c(c1)N(Cc1ccc(Cl)cc1)C(=O)c1ccccc1S2=O (stereo unspecified),-24%,-8%,-1%,16%,-1%,1%,-16%
CCCCCn1c(CNC(=O)c2ccc(F)cc2)nc2ccccc21,-31%,4%,-1%,16%,-2%,6%,-4%
CCCc1cc(=O)n2[nH]c(NC(=O)c3ccccc3Cl)nc2n1,-2%,-3%,-2%,?,-2%,8%,9%
Cn1c(=O)c2c(SCC(=O)NCc3ccco3)nc(-c3cccc(F)c3)nc2n(C)c1=O,4%,0%,2%,12%,-1%,0%,-1%
COc1ccc(CCNC(=O)CCCn2c(=O)c3ccccc3n(CC(=O)Nc3c(C)cc(C)cc3C)c2=O)cc1OC,-9%,-9%,-2%,?,-2%,6%,-2%
COc1ccc(CC(=O)Nc2nnc3n2CCS3)cc1OC,3%,13%,-4%,12%,0%,2%,15%
O=C(NCC1CCN(Cc2ccccc2F)CC1)Nc1ccc(F)c(Cl)c1,-8%,18%,-2%,-12%,1%,-1%,-6%
Cc1ccc(C)c(NC(=O)c2cnc(N3CCCC3)nc2C)c1,1%,5%,-2%,-21%,-1%,-1%,14%
Cc1cccc(OCC(=O)NCCc2nc3ccccc3[nH]2)c1C,2%,-14%,-2%,32%[activator],-2%,2%,0%
CCCCc1nn2c(=O)cc(COC(=O)c3ccc(NC(=O)c4ccccc4C)cc3)nc2s1,?,-11%,1%,2%,1%,4%,28%
COc1ccc(Br)c(C(=O)Nc2cc3c(cc2N2CCCC2)n(C)c(=O)c(=O)n3C)c1,-24%,5%,0%,-15%,1%,0%,?
COc1ccc(-n2nc3ccc(NC(=O)c4ccc(C#N)cc4F)cc3n2)cc1Cl,-9%,-2%,0%,?,1%,-1%,0%
CC(C)c1ccc(NC(=O)CSc2nc(=O)n(Cc3cccnc3)c3c2CCC3)cc1,?,13%,-2%,30%[activator],-1%,1%,-1%
O=c1c2c3c(sc2nnn1CCCCOc1ccc(Cl)cc1)CCCC3,-13%,-10%,6%,-13%,-1%,3%,8%
CCC(Sc1nc2ccccc2c2nc(CCc3c(C)n[nH]c3C)nn12)C(=O)Nc1ccc(OC)cc1 (stereo unspecified),-9%,2%,1%,-1%,-1%,2%,0%
O=C(Cn1c(=O)c2cccn2c2ccc(F)cc21)N1CCN(c2ccc(F)cc2)CC1,-13%,1%,-4%,0%,4%,-1%,0%
O=C(CN1C(=O)COc2ccc(S(=O)(=O)N3CCOCC3)cc21)N1CCN(c2ccc(Cl)cc2)CC1,-6%,8%,-2%,-20%,0%,8%,-2%
Cc1ccc(-n2cnc3cc(C(=O)NCCC4=CCCCC4)ccc32)c(C)c1,?,50%[activator],-2%,10%,3%,2%,3%
Nc1nc(N)c(S(=O)(=O)c2ccccc2)c(Nc2ccc(Br)cc2)n1,-2%,-4%,-12%,12%,1%,-2%,6%

# Nothing new here: entries from further up.
SMILES,FH mod,p53null 32C tox,TSG101-PTAP inh,p53null 39C kill,B2AR arrestin ag,GALK inhibitor,NTMT1 inhibitor
COc1ccc(CCNC(=O)CCCn2c(=O)c3ccccc3n(CC(=O)Nc3c(C)cc(C)cc3C)c2=O)cc1OC,-9%,-9%,-2%,?,-2%,6%,-2%
COc1ccc(CC(=O)Nc2nnc3n2CCS3)cc1OC,3%,13%,-4%,12%,0%,2%,15%
O=C(NCC1CCN(Cc2ccccc2F)CC1)Nc1ccc(F)c(Cl)c1,-8%,18%,-2%,-12%,1%,-1%,-6%
Cc1ccc(C)c(NC(=O)c2cnc(N3CCCC3)nc2C)c1,1%,5%,-2%,-21%,-1%,-1%,14%

# Other records.
SMILES,FH mod,p53null 32C tox,TSG101-PTAP inh,p53null 39C kill,B2AR arrestin ag,GALK inhibitor,NTMT1 inhibitor
COc1ccc(-n2nc(C(=O)NCCc3ccc(OC)c(OC)c3)c3c4ccccc4n(C)c3c2=O)cc1Cl,-10%,-3%,-1%,-4%,-2%,10%,?
COC(=O)c1cc(-c2ccc(Cl)cc2)c2c(=O)[nH]c(=O)n(C)c2n1,7%,0%,5%,-21%,-4%,-9%,3%
CCN(CC)c1ccc(-n2nc3cc(C)c(NC(=O)c4ccccc4C)cc3n2)c(C)c1,-23%,1%,9%,-16%,0%,6%,5%
CCCn1c2ccccc2c2cnn(CC(=O)Nc3cccc(C(=O)OCC)c3)c(=O)c21,-11%,-6%,2%,3%,1%,7%,4%
Cc1cc(-c2ccc(C)c(S(=O)(=O)N3CCCC(C)C3)c2)on1 (stereo unspecified),-29%,4%,-4%,-8%,-1%,-1%,1%
O=C(Nc1cc(NC(=O)c2ccccc2Cl)ccc1Cl)c1ccccc1,-14%,-16%,-1%,-23%,0%,0%,2%
CCOc1cccc(CNC(=O)c2ccc(N3CCCC3)c(NC(=O)Nc3ccccc3CC)c2)c1,3%,-3%,-3%,-2%,0%,-3%,19%
CCOc1ccc(CCNC(=O)Cn2nc(CC)n3c(cc4sc(CC)cc43)c2=O)cc1OCC,-4%,4%,1%,9%,8%,-1%,14%
Cc1ccc(S(=O)(=O)c2c(Nc3cccc(Cl)c3)sc(C(=O)c3ccc4c(c3)OCO4)c2N)cc1,-7%,23%,4%,6%,1%,-5%,15%
Cc1ccc(C)c(N2CCN(C(=O)c3cc(S(=O)(=O)N4CCCC4)c[nH]3)CC2)c1,-36%,-2%,-8%,-13%,0%,0%,-2%
CCc1ccc(-n2c(=O)c3c(C)c(C(=O)N(C)C)sc3n(CC(=O)Nc3cc(Cl)ccc3C)c2=O)cc1,-10%,-1%,0%,18%,-2%,-4%,5%
Cc1ccc(Cl)cc1N1CCN(C(=O)c2ccc(CS(=O)c3ccccc3)o2)CC1 (stereo unspecified),?,7%,-12%,-5%,-2%,1%,-1%
CCn1cc(C(=O)NCCc2ccc(C)cc2)c(=O)c2cc(S(=O)(=O)N3CCCCC3)ccc21,-18%,17%,-4%,4%,1%,0%,17%
COC(=O)CSc1ccc2nnc(CCNS(=O)(=O)c3ccccc3)n2n1,1%,-3%,-10%,-2%,0%,2%,8%
Cn1c(C(=O)NCc2ccccc2F)cc2cc(S(=O)(=O)N3CCCCC3)ccc21,-10%,-1%,1%,1%,-1%,?,-6%
Cc1c(NS(=O)(=O)c2ccc(C(C)(C)C)cc2)c(=O)n(-c2ccccc2)n1C,nt,1%,-1%,18%,-2%,0%,nt
CCN(Cc1ccccc1)S(=O)(=O)c1ccc2[nH]c3c(c2c1)CCCCC3,-16%,-1%,1%,26%,1%,-1%,10%
COc1ccc(C(=O)NCc2nnc(SCC(=O)Nc3ccc(C)cc3)n2-c2ccccc2)cc1,-17%,9%,3%,4%,0%,2%,0%

# Not all compounds are listed (hit frequency here may not be typical).
